Compound activity deposited in PubChem BioAssay by The Scripps Research Institute Molecular Screening Center.
DDE Tn6 FP inh – disrupts Tn6 cyclic peptide binding to fibrin D-Dimer-E complex; inhibition, % at 8.3 µM; AID 720509; Fibrin DD(E) TRITC-Tn6 fluorescence polarization displacement; 0.21% of 370,000 active;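 active = inhibition above a per-campaign cutoff: mean of compounds within control limits plus 3 SD, cut at about 15% in these data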;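 also: 0% = median of all compound wells on the plate and 100% = blocking peptide control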
MBD2 DNA inh – inhibitors of human MBD2 binding to methylated oligonucleotide; Q9UBB5; TR-FRET; inhibition, % at 4.4 µM; 0.31% of 370,000 active; AID 686964; in the data active = inhibition above about 13%
PLC-beta3 inh – inhibitors of human phospholipase C beta3. Q01970. Purified PLC-beta3, fluorogenic substrate, fluorescence. inhibition, % at 12.2 µM. 0.18% of 370,000 active. AID 720704; in the data active = inhibition above about 11%;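 also: 0% = median of compound wells on plate and 100% = full blocker control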
Target sequence (Q01970 whole entry, looked up): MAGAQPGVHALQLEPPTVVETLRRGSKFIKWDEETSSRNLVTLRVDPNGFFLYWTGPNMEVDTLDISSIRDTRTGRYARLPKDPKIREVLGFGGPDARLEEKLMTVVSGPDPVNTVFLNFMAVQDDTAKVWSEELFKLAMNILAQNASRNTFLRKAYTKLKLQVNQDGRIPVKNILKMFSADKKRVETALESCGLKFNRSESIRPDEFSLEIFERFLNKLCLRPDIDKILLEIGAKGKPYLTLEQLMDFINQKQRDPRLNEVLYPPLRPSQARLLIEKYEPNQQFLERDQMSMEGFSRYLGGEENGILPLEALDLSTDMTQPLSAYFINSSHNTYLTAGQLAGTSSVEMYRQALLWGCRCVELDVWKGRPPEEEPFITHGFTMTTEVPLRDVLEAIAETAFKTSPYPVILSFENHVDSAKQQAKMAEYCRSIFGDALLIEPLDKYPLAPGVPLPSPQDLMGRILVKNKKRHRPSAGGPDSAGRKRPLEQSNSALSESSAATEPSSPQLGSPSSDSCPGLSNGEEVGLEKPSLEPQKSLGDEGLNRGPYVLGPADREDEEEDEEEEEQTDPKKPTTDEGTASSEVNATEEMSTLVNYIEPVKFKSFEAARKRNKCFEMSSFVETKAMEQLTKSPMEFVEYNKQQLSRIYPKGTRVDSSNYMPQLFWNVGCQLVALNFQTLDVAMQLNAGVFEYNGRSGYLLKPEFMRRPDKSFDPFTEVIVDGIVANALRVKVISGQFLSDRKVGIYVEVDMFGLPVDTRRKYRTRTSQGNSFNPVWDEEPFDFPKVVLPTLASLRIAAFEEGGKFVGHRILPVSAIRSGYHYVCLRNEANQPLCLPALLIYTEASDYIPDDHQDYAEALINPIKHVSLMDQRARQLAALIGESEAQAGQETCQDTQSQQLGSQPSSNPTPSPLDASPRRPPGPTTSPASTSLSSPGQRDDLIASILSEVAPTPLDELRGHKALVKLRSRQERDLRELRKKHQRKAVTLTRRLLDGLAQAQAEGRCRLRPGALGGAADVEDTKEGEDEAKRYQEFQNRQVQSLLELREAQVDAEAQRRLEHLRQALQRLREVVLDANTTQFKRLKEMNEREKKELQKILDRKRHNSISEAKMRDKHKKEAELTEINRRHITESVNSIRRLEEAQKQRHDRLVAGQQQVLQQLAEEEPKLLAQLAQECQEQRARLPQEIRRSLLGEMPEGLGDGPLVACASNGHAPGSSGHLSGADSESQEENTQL
UHRF1 MBD2 ctr – UHRF1 methyl-DNA binding inhibition | Q96T88 | UHRF1 binding to methylated oligo, TR-FRET | inhibition, % at 4.4 µM | 0.75% of 370,000 active; in the data active = inhibition above about 21%;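 also: UHRF1 SRA domain binding a hemimethylated CpG hairpin DNA probe; 0% = median of test compound wells and 100% = reference inhibitor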
PLC-gamma1 inh – PLC-gamma1 (human) inhibition, primary screen; 0.84% of 370,000 active; purified PLC-gamma1, fluorogenic substrate, fluorescence; AID 720700; inhibition, % at 12.2 µM; in the data active = inhibition above about 9.5%
ASAP1 inh – inhibitors of human ASAP1 ArfGAP activity; Q9ULH1; ASAP1-stimulated ARF1 GTP hydrolysis, GDP FP detection; inhibition, % at 16.5 µM; 0.19% of 360,000 active; in the data active = inhibition above about 25%;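 also: 0% = vehicle with enzyme and substrate and 100% = no enzyme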
ADAM17 inh – inhibits human ADAM17; P78536; recombinant ADAM17, EDANS/DABCYL FRET peptide cleavage; inhibition, % at 6.95 µM; 0.83% of 370,000 active;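 active = inhibition above the mean of compounds lying between control limits plus 3 SD, set per campaign, cut at about 8.5% in these data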;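 also: 0% = DMSO-only wells as the low control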
DDE Tn7 FP inh – disrupts Tn7 cyclic peptide binding to fibrin D-Dimer-E complex | 0.13% of 370,000 active | inhibition, % at 8.3 µM | FP displacement of FITC-Tn7 peptide from fibrin DD(E); 0% = median of compound wells per plate;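 active = inhibition above the mean of compounds falling within the control limits plus 3 SD of them, cut at about 14% in these data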;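 also: 0% = plate median of compound wells and 100% = 10 µM Aha-Tn7 peptide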
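Assay system: Human clot-derived fibrin DD(E) complex | Buffer or medium: Tris/NaCl/CaCl2 buffer, pH 7.8 | Repeats: One replicate per compound | Benchmarks: Aha-Tn7 high control | Measure: % inhibition scaled between sample-field median and high-control FP | Schedule: 10 min plus 3 h, room temperature | Signal: Fluorescence polarization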
proKLK7 act – proKLK7 (human) activation, primary screen; P49862; purified proKLK7, EDANS-DABCYL substrate fluorescence; 100% is mature enzyme control, 0% vehicle; activation, % at 7 µM; 0.9% of 370,000 active;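 active = activation above the mean of all tested compounds plus 3 SD, computed per campaign excluding outliers beyond control limits, cut at about 13% in these data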
ARFGAP1 inhibitor – rat ARFGAP1 inhibition; Arfgap1-stimulated ARF1 GTP hydrolysis, GDP FP detection; inhibition, % at 16.5 µM; 0.26% of 360,000 active; AID 651572;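 active = inhibition above a per-plate limit, mean inhibition of low control wells plus 3 SD, cut at about 25% in these data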;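 also: 0% = DMSO wells with enzyme and 100% = wells lacking Arfgap1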
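System: truncated rat Arfgap1 GAP domain / Benchmarks: high control wells lacking Arfgap1, low control full reaction with DMSO / Times: compound-enzyme preincubation 20 min, reaction 120 min, detection 60 min, 25 °C / Repeats: one replicate per compound / Also added: human ARF1(Δ1-17)-GTP substrate / Measured by: Tracer-displacement fluorescence polarization with EDTA stop, 620/688 nm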
Numbers without * were called inactive; i = inactive.

DDE Tn6 FP inh | MBD2 DNA inh | PLC-beta3 inh | UHRF1 MBD2 ctr | PLC-gamma1 inh | ASAP1 inh | ADAM17 inh | DDE Tn7 FP inh | proKLK7 act | ARFGAP1 inhibitor | mol
-1 | -3 | -26 | 1 | 4 | 4 | -1 | 5 | 0.0 | 1 | CC1(C)C2([N+](=O)[O-])CN3CC1([N+](=O)[O-])CN(C2)C3C(O)C(O)C(O)CO (configuration not stated)
-6 | 2 | -5 | -1 | 2 | -1 | -1 | -3 | 0.1 | 0 | COc1ccc(N(CC(=O)N2CCOCC2)S(C)(=O)=O)c(OC)c1
-2 | 1 | 1 | -1 | 0 | -9 | -2 | -4 | 0.2 | -7 | O=C(Nc1cccc(OC(=O)c2ccco2)c1)c1ccco1
-2 | -19 | -7 | -13 | -2 | 11 | 1 | 1 | 0.6 | 4 | CCN1CCN(C2=C(NS(=O)(=O)c3ccc(C)cc3)C(=O)c3ccccc3C2=O)CC1
-2 | -6 | -1 | -1 | -5 | -3 | -4 | 3 | 0.7 | 3 | O=C(COC(=O)/C=C/c1cccc(C(F)(F)F)c1)Nc1cccc2ccccc12
-5 | 1 | -9 | 0 | -9 | 8 | -2 | 6 | -0.3 | 1 | O=C(O)CCCCCN1C(=O)CSC1=S
0 | 1 | -9 | 5 | -7 | 0 | 0 | -6 | 0.3 | -1 | Cc1ccc2[nH]c(=O)c(-c3nc4c(C)cccn4c3NCc3ccco3)cc2c1
6 | -3 | 5 | 2 | 4 | -8 | 1 | -6 | -0.3 | 0 | CCOC(=O)c1cc2cc(F)ccc2nc1C
-1 | -6 | 8 | 4 | 9 | -6 | 8 | 2 | -0.1 | 9 | CC1=C(C(=O)N(C)C)CC(CC(=O)NCC2CCCCC2)C(=O)N1Cc1ccc(C(C)(C)C)cc1 (configuration not stated)
5 | -2 | 2 | 2 | 2 | -1 | -1 | -2 | -0.3 | 6 | O=C(NNC(=O)C12CC3CC(CC(C3)C1)C2)c1cccc([N+](=O)[O-])c1
-1 | 3 | 2 | -2 | -1 | -4 | -4 | 3 | -0.2 | 2 | O=C(c1cccs1)N1CCN(C(=O)N2CCOCC2)CC1
-1 | 3 | -6 | 0 | -4 | 0 | -2 | -3 | 0.4 | 10 | Cc1oc(-c2ccc(Cl)cc2)nc1CS(=O)CC(=O)NCCN1CCCC1 (configuration not stated)
1 | -2 | 0 | -2 | -2 | -7 | -5 | 0 | -0.2 | 0 | COc1cc2nc(NCC3CCCO3)n3nc(-c4cccnc4)nc3c2cc1OC (configuration not stated)
3 | 3 | -1 | 4 | -1 | 7 | -7 | 8 | -0.1 | -16 | CC1(C)CC[C@]2(C(=O)O)CC[C@]3(C)C(=CC[C@@H]4[C@@]5(C)CC[C@H](O[C@@H]6O[C@H](C(=O)O)[C@@H](O)[C@H](O[C@@H]7OC[C@H](O)[C@H](O)[C@H]7O)[C@H]6O)C(C)(C)[C@@H]5CC[C@]43C)[C@@H]2C1
-15 | 1 | -6 | 7 | 4 | 19 | -3 | -1 | -0.2 | -6 | Clc1ccc(C[n+]2cc(-c3ccccc3)n3c2CCC3)cc1Cl
-1 | -3 | 0 | -2 | 1 | -8 | -3 | 5 | -0.5 | 1 | O=C(c1ccccc1S(=O)(=O)NCC(O)COc1ccc([N+](=O)[O-])cc1)N1CCCCC1 (configuration not stated)
7 | 6 | 0 | 5 | 1 | 1 | -3 | 7 | -0.5 | 11 | COCCCNC(=O)c1cc(OC)c(OC)c(OC)c1
10 | -23 | 1 | -31 | 1 | 5 | 2 | 0 | -0.6 | -1 | O=c1[nH]c2cc([N+](=O)[O-])c(NCCO)c([N+](=O)[O-])c2[nH]1
4 | 4 | -5 | -4 | 3 | 6 | -1 | 3 | -0.2 | 11 | COCCCn1c(C23CC4CC(CC(C4)C2)C3)n[nH]c1=S
6 | -6 | 2 | 26* | 6 | 13 | 0 | -13 | -0.4 | 3 | Cc1cc(C(F)(F)F)c(C#N)c(SCC(=O)NC2CC2)n1

Other records.
DDE Tn6 FP inh | MBD2 DNA inh | PLC-beta3 inh | UHRF1 MBD2 ctr | PLC-gamma1 inh | ASAP1 inh | ADAM17 inh | DDE Tn7 FP inh | proKLK7 act | ARFGAP1 inhibitor | mol
-5 | 1 | -8 | -1 | 3 | 0 | 2 | -6 | 0.0 | 3 | CCOC(=O)C1=C(CC)Nc2ccccc2N=C1NC(=O)c1cc(C)on1
-5 | 7 | -1 | 1 | 7 | -2 | -5 | -4 | -0.1 | 7 | O=C(Cc1cccs1)N(c1ccc(Br)cc1)C1C=CS(=O)(=O)C1 (configuration not stated)
2 | 5 | -7 | 3 | -2 | 0 | -5 | 5 | -1.9 | -3 | CCOc1ccc(N=Cc2c(O)cc(C)oc2=O)cc1
2 | -11 | -77 | -12 | -55 | 15 | -43 | 4 | 8.0 | 4 | CCOC(=O)N1CC=C2C(C#N)=C(N)C(C#N)(C#N)[C@H](c3ccsc3)[C@H]2C1
2 | 1 | -1 | 4 | 0 | 9 | -2 | 4 | 0.3 | -15 | COc1ccc(OC)c(NC(=O)CCN2CC(C)OC(C)C2)c1 (configuration not stated)
2 | 2 | -6 | 2 | 2 | 7 | 3 | -7 | -0.5 | -3 | CC(=O)c1c(C)[nH]c(C(=O)Nc2ccc(F)c(F)c2F)c1C
-1 | -2 | 1 | 0 | 5 | -1 | -1 | -3 | 0.1 | 6 | O=[N+]([O-])c1ccc(O)c(C2CCCCC2)c1
-2 | 3 | 1 | 0 | 2 | -8 | -3 | 1 | 0.2 | 5 | CCOc1ccc(-c2nnc(SCC(=O)N3CCOCC3)o2)cc1
10 | -2 | 1 | -2 | 0 | -6 | -2 | -9 | 0.5 | -6 | C/C=C/c1ccc(OCCOCCOc2cccc3cccnc23)c(OC)c1
0 | 0 | 2 | -7 | 6 | 7 | -2 | 1 | -0.1 | -3 | CN1CCN(c2nc(-c3ccccc3)nc3c2oc2ccccc23)CC1
5 | 2 | -8 | 1 | 2 | -3 | -1 | -8 | 0.0 | -1 | COc1ccc(CCC(=O)NCCOc2ccccc2Cl)cc1
-1 | -2 | 3 | 0 | 7 | 3 | 0 | -8 | -0.7 | 2 | O=C(NCc1ccccc1F)C1CC(=O)N(Cc2ccco2)C1 (configuration not stated)
2 | -1 | -6 | 1 | 1 | -2 | -3 | 6 | 0.4 | -5 | C=CCOc1ccc(/C=C2\SC(N3CCCCC3)=NC2=O)cc1
-1 | -1 | -7 | -3 | 3 | -4 | 1 | 4 | -0.4 | -15 | CC1(c2ccc(OC(F)F)cc2)NC(=O)N(CC(=O)N2c3ccccc3NC(=O)C2(C)C)C1=O (configuration not stated)
1 | -1 | 0 | 0 | -2 | 7 | -2 | 0 | -0.3 | -10 | CCn1c(SCC(=O)N/N=C/c2ccc(C)o2)nnc1-c1ccc(C)cc1
11 | 3 | -1 | 3 | -1 | 3 | -1 | -7 | 0.2 | 11 | Cc1cc(O)cc(=O)n1-c1ccc(OC(F)F)cc1
4 | 1 | -5 | -2 | 2 | 24 | 2 | 0 | -0.1 | 10 | Cc1ccccc1N1CCN(C(=O)NCc2cccc(Cl)c2)CC1
-3 | -9 | i | -5 | i | 0 | i | 8 | 31* | -10 | COc1ccc(OC)c(C=Nc2ccccc2-c2nc3ccccc3[nH]2)c1
-3 | -2 | -81 | 0 | -67 | 11 | -5 | 3 | -1.4 | -3 | COc1cccc2cc(C(=O)OCc3ccccc3)c(=O)oc12
-5 | 3 | -12 | 0 | -8 | 3 | 0 | -5 | -0.3 | 4 | COc1ccc2[nH]c(C)c(CCNC(=S)Nc3cc(C)cc(C)c3)c2c1

Next part:
DDE Tn6 FP inh | MBD2 DNA inh | PLC-beta3 inh | UHRF1 MBD2 ctr | PLC-gamma1 inh | ASAP1 inh | ADAM17 inh | DDE Tn7 FP inh | proKLK7 act | ARFGAP1 inhibitor | mol
4 | 2 | 5 | 3 | -2 | 1 | -6 | -3 | -0.8 | 8 | CCOC(=O)c1cnn(-c2ccccc2)c1-n1cccc1
-10 | 4 | -7 | 1 | -3 | 10 | -6 | -3 | -0.2 | 8 | Cc1ccc(C(CC(=O)O)NC(=O)CN2C(=O)c3ccccc3C2=O)cc1 (configuration not stated)
4 | -1 | -4 | -1 | -3 | 9 | -5 | -2 | 0.7 | 5 | O=C(COCC(=O)N/N=C/c1ccc(F)cc1)N/N=C/c1ccc(F)cc1
2 | 3 | -17 | 1 | -8 | -6 | -3 | -5 | -0.4 | 4 | CCc1cc(CNC(=O)CC2C(=O)NCCN2Cc2ccc(-c3ccccc3)cc2)on1 (configuration not stated)
-1 | 3 | -4 | -3 | 1 | 9 | -2 | -3 | 0.3 | -2 | COc1ccc(CCNC(=O)c2cc(S(=O)(=O)N3CCCCCC3)ccc2OC)cc1OC
12 | -1 | 0 | 0 | 0 | 9 | -1 | 3 | 0.6 | -17 | Cc1ccccc1NC(=O)C(NS(=O)(=O)c1ccc2c(c1)c(=O)n(C)c(=O)n2C)c1ccccc1 (configuration not stated)

Not a retest: entries from further up.
DDE Tn6 FP inh | MBD2 DNA inh | PLC-beta3 inh | UHRF1 MBD2 ctr | PLC-gamma1 inh | ASAP1 inh | ADAM17 inh | DDE Tn7 FP inh | proKLK7 act | ARFGAP1 inhibitor | mol
-3 | -2 | -81 | 0 | -67 | 11 | -5 | 3 | -1.4 | -3 | COc1cccc2cc(C(=O)OCc3ccccc3)c(=O)oc12
-5 | 3 | -12 | 0 | -8 | 3 | 0 | -5 | -0.3 | 4 | COc1ccc2[nH]c(C)c(CCNC(=S)Nc3cc(C)cc(C)c3)c2c1
4 | 2 | 5 | 3 | -2 | 1 | -6 | -3 | -0.8 | 8 | CCOC(=O)c1cnn(-c2ccccc2)c1-n1cccc1
-10 | 4 | -7 | 1 | -3 | 10 | -6 | -3 | -0.2 | 8 | Cc1ccc(C(CC(=O)O)NC(=O)CN2C(=O)c3ccccc3C2=O)cc1 (configuration not stated)
4 | -1 | -4 | -1 | -3 | 9 | -5 | -2 | 0.7 | 5 | O=C(COCC(=O)N/N=C/c1ccc(F)cc1)N/N=C/c1ccc(F)cc1
